# Screens deposited in PubChem by Broad Institute.
# XiGFP reactiv = reactivates the inactive X chromosome in mouse fibroblasts. XiGFP mouse fibroblasts, % GFP-positive cells imaging, 3 d; cells co-treated with 5-aza-dC sensitizer; scaled so ellipticine positive control = 100%. activation, % at 7.58 µM. hit rate 0.055% among 360,000;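 active means mean normalized replicate activation at least 10% and every replicate at or above 10%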;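 further: 0% = median of on-plate neutral control wells and 100% = ellipticine 6 µM median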
#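 Material: SV40-immortalized XiGFP fibroblast cells, line 68-5-11 | Buffer or medium: DMEM containing 5-aza-dC | Dosing: One concentration, pinned | Times: 3 d treatment, 15 min room-temperature fixation | Controls: Ellipticine 6 µM positive control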
# RAD52 inh = inhibitors of human RAD52 DNA annealing; P43351; AID 651710; inhibition, % at 18.7 µM; recombinant RAD52 DNA annealing, FRET fluorescence; hit rate 0.46% among 360,000;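 active means every replicate showing at least 50% inhibition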
# EWS-Fli block = inhibitors of EWS/Fli oncoprotein transcriptional activity; A673 NR0B1-luciferase reporter, viability-normalised; inhibition, % at 12.6 µM; hit rate 0.67% among 350,000;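 active means mean inhibition of at least 50% after viability correction, with every replicate also passing that limit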;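 further: firefly luciferase signal divided by Alamar Blue viability fluorescence both relative to DMSO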
# RAD54 inh = inhibitors of human RAD54 branch migration; inhibition, % at 10.4 µM; AID 602329; RAD54 Holliday junction branch migration, FAM/BHQ fluorescence; Q92698; hit rate 0.14% among 360,000;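 active means mean normalized replicate activity at least 40 and at least half of replicates scoring 40 or more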;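 further: 0% = median of neutral control wells and 100% = median of positive control wells; inhibitors cause a drop in the FAM fluorescence signal; in these data hits start at about 50%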
# Target sequence (Q92698 whole entry, looked up): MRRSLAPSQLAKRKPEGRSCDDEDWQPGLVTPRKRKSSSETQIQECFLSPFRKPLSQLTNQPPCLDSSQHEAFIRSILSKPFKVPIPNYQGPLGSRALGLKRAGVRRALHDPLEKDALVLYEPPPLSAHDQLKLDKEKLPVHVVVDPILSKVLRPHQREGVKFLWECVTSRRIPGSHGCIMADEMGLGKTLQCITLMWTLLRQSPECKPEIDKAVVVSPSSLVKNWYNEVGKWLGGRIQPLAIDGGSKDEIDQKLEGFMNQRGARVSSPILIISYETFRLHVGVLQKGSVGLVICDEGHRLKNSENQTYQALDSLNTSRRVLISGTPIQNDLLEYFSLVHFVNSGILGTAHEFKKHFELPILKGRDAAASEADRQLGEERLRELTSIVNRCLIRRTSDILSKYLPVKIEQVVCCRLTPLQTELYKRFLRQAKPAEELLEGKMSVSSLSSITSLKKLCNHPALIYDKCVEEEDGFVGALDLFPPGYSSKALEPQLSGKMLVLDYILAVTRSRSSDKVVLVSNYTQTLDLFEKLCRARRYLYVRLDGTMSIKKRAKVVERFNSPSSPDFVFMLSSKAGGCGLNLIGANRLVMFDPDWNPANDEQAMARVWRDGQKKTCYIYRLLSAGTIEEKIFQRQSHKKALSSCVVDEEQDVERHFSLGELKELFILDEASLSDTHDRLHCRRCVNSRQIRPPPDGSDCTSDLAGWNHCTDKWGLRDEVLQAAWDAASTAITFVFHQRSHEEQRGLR
# E-selectin induc = E-selectin induction on HUVECs; activation, % at 7.58 µM; hit rate 0.37% among 260,000; AID 686992; HUVEC E-selectin immunofluorescence imaging; normalized: neutral wells 0, TNF-alpha wells 100;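 active means mean E-selectin-positive cell signal at least 10% of the positive control, reached in at least 60% of replicates, without over 20% cell loss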;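 further: in these data hits start at about 27%; measured in HUVEC primary endothelial cells; signal is the percent of cells scored E-selectin positive by PE staining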
#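 Assay system: HUVEC, human umbilical vein endothelial cells / Amount: 3,000 HUVEC/well / Controls: TNF-alpha positive control, DMSO neutral control / Compound dosing: single concentration / Medium: EGM-2 over gelatin coat / Evaluation: percent E-selectin-positive cells / Signal: immunofluorescence imaging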
# S100A4 MyoIIA = inhibitors of human S100A4 binding to myosin IIA peptide; P26447; S100A4/TAMRA-MyoIIA peptide fluorescence polarization; inhibition, % at 10.7 µM; hit rate 0.14% among 360,000;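 active means mean inhibition of at least 70% across replicates, with every replicate also reaching that level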
# Target sequence (P26447 whole entry, looked up): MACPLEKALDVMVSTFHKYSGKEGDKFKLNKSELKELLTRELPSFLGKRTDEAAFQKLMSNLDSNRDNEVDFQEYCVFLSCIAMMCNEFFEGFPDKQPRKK
#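 Test system: S100A4 monomer protein; Medium: HEPES pH 7.2 with CaCl2, KCl, NaCl, DTT, Triton; Probe or stimulus: TAMRA-labelled myosin IIA heavy-chain peptide probe, 5 nM; Doses: one dose per compound; Times: polarization read 5 min after assay mix addition, stable 5–60 min; Benchmarks: neutral control DMSO, positive control TFP.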
# FN deposition inh = fibronectin deposition inhibition; hit rate 0.086% among 350,000; AH1F fibroblasts, Alexa488-fibronectin deposition fluorescence, overnight; inhibition, % at 12.6 µM;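 active means mean inhibition across replicates of 30% or more, regardless of how many single replicates reach that level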;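 further: positive control wells lacked labelled fibronectin entirely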
#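 Test system: AH1F fibroblast monolayer depositing Alexa488-labelled fibronectin into matrix. Input: 10000 cells per well. Technique: fluorescence, ex 485 nm, em 525 nm. Buffer or medium: DMEM plus 2% serum, read in PBS. Timing: 1 h cell adhesion before compound, then overnight fibronectin incubation. Compound: single dose, pinned. Read-out basis: inhibition from reduced deposited-fibronectin fluorescence.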
# esBAF inh = inhibitors of esBAF chromatin remodeling in mouse ES cells; Bmi1-luciferase knock-in reporter, 24 h; 100% = twice the neutral-well signal; reporter increase, % at 12.5 µM; hit rate 2% among 350,000; in the data active means activation above about 40%;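 further: 0% = median of the plate's neutral control wells and 100% = double that signal; a rise in the Bmi1 reporter signal indicates esBAF inhibition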
# The depositor's hits bear a star; x = no result given; & = joins results of further samples.
SMILES,XiGFP reactiv,RAD52 inh,EWS-Fli block,RAD54 inh,E-selectin induc,S100A4 MyoIIA,FN deposition inh,esBAF inh
Cc1nc(NC(=O)COC(=O)CCc2ccccc2)c(Cl)cc1Cl,0.2,-5,1,-16,-0.3,-4,-1,-7
Cc1ccc(S(=O)(=O)Nc2ccc3c(c2)C(=O)N([C@H](C)CO)C[C@@H](C)[C@@H](CN(C)C(=O)c2ccccc2)OCCCC[C@H](C)O3)cc1,0.2,20,-10,7,x,8,2,5
CO[C@H]1CN(C)C(=O)c2cc(NC(=O)Nc3ccccc3Cl)ccc2OC[C@H](C)NC[C@@H]1C,0.4,-1,1,9,-0.2,-42,4,4
Cc1cc(NS(=O)(=O)c2ccc(NC(=O)CCCOc3cccc(C)c3C)cc2)no1,0.0,-13,x,-9,1.1,6,x,-3
O=C(O)CN1CCN(Cc2ccc(Cl)cc2)C1=O,0.2,13,1,x,-1.1,3,3,x
COc1cc(NS(=O)(=O)c2ccc(Nc3nc(-c4ccccn4)cs3)cc2)nc(OC)n1,0.0,-32,-1,x,1.9,3,8,x
Cc1cc(NC(=O)c2ccc(-c3ccc(F)c(Cl)c3)o2)no1,0.0,-10,-16,x,x,-9,-7,x
COc1ccc(NC(=O)N(C)C[C@H]2Oc3ccc(NC(=O)C4CCCCC4)cc3C(=O)N([C@@H](C)CO)C[C@H]2C)cc1,0.0,13,-8,11,-7.8,-10,x,4
CCOc1ccccc1OCCCC(=O)N1CCN(S(=O)(=O)c2cc(F)ccc2F)CC1,0.0,-20,5,9,x,-6,-7,-8
CCOC(=O)N1CCN(S(=O)(=O)c2ccc(C(=O)Nc3sc4c(c3C(N)=O)CCN(CC)C4)cc2)CC1,0.4,-303,-1,9,0.0,15,5,-16
COc1cc(Cn2c3ccc(NC(=O)CCc4ccc(O)cc4)cc3c(=O)n2C)ccc1F,0.2,-51,2,2,0.7,-4,-12,-3
CCCCN(C(=O)/C=C/c1ccco1)c1c(N)n(CCC)c(=O)[nH]c1=O,0.0,-5,2,-6,1.7,4,-22,0
CCCc1cn(CC[C@@H]2CC[C@H](NC(=O)C3CCC3)[C@@H](CO)O2)nn1,-0.2,-1,5,-11,0.5,-2,x,4
COc1ccccc1-c1cccc2nccn12,0.0,-13,-13,1,0.8,0,-7,-2
CCC(=O)N1C[C@H](C)[C@H](OC)CN(C)C(=O)c2cc(NC(=O)C3CCCCC3)ccc2OC[C@@H]1C,-0.6,-9,-5,-3,-0.2,-3,1,3
Cc1cc(NCCc2ccccc2F)n2ncnc2n1,0.1,-22,0,x,x,-4,5,-8
C=CCn1c(SCC(=C)C)nc2c1c(=O)[nH]c(=O)n2C,0.0,-12,4,-5,-0.2,-3,-2,5
CC(=O)c1ccc(N2CCN(C(=O)C3CCCN(c4ncnc5c4nc4n5CCCCC4)C3)CC2)cc1 (stereo not given),0.2,-6,x,-7,x,-2,5,0
O=C(CSc1nccn(-c2ccc(Br)cc2)c1=O)NC1CCCC1,0.4,-2,2,-15,3.8,-9,5,x
COc1ccc(C2C(=O)c3ccccc3C2=O)cc1,-0.3,-1,-29,7,-0.2,-8,3,25
CC(=O)c1ccc(NC(=O)NC2CCCCCCC2)cc1,0.0,-11,-79,-2,x,0,3,68*
CC(=O)NC12CC3CC(C1)CC(C(=O)N1CCN(S(=O)(=O)c4cccc([N+](=O)[O-])c4)CC1)(C3)C2,0.0,-22,-3,-6,-0.2,14,-2,-3
COc1cc(NC(=S)N2CCN(S(=O)(=O)c3ccccc3)CC2)cc(OC)c1,0.1,-28,x,-4,0.0,2,3,-7
CCOc1ccc(C(=O)C(C)OC(=O)Cn2[nH]c(=O)c3ccccc3c2=O)cc1 (stereo not given),-0.1,-11,x,0,-0.9,1,11,-8

# Shown as a hit in esBAF inh (from the list above):
canonical_smiles | RAD52 inh | S100A4 MyoIIA | esBAF inh
CC(=O)c1ccc(NC(=O)NC2CCCCCCC2)cc1 | -11 | 0 | 68*

# More entries follow:
SMILES,XiGFP reactiv,RAD52 inh,EWS-Fli block,RAD54 inh,E-selectin induc,S100A4 MyoIIA,FN deposition inh,esBAF inh
CC1C=CC(C)C(C(=O)c2ccccc2)C1C(=O)c1ccccc1 (stereo not given),0.1,-8,12,-1,-0.8,-1,x,-2
Cc1c(C(=O)NC2CCCC2)oc2ccccc12,0.5,4,-15,2,0.3,-4,0,14
O=S1c2ccccc2Oc2ccccc21,0.2,-5,-5,x,-0.2,2,6,x
O=C(Cc1cccc(NC(=O)C2CCCN(C(=O)CCc3ccccc3)C2)c1)Nc1cccc(C(=O)N2CCCC2)c1 (stereo not given),0.0,-42,14,1,0.6,-5,-9,3
COc1ccc(C(=O)Nc2ccc(S(=O)(=O)N3CCOCC3)cc2)cc1,0.0,4,-6,8,0.1,-4,-11,x
COc1ccccc1NS(=O)(=O)c1cc(NC(=S)NCC2CCCO2)ccc1C (stereo not given),0.0,-54,2,x,-0.6,-3,1,-2
CCOc1ccccc1CN1CCNC(=O)C1CC(=O)NC1CCCCC1 (stereo not given),0.0,-2,x,0,x,-1,-5,-5
C[C@@H]1CN([C@H](C)CO)C(=O)c2cccc(N(C)C)c2O[C@@H]1CN(C)Cc1ccc(C(=O)O)cc1,-0.5,-2,2,-5,12,7,x,0
COC(=O)c1ccccc1NC(=O)c1ccc(COc2ccc3c(c2)CCC3)cc1,x,x,x,-2,x,-2,15&3,6
CC(C)/C(=N\NS(=O)(=O)c1ccc(Br)cc1)c1cccs1,0.0,-13,2,x,x,0,-18,x
COc1ccc(/C=N/N2CCN(c3ccc(Cl)cc3)CC2)cc1,0.1,-7,-4,-2,x,-1,-5,-8
C[C@@H]1CN([C@@H](C)CO)C(=O)c2cc(NS(=O)(=O)c3ccc(F)cc3)ccc2O[C@@H](C)CCCCO[C@@H]1CN(C)C(=O)Nc1cccc2ccccc12,0.0,26,7,0,-0.3,35,-3,-1
CCSc1cc(N2CCOCC2)nc(-c2ccc(Cl)cc2)n1,0.1,0,-2,-4,x,-7,1,x
Cc1cc(C(=O)NCc2cccs2)nn1C,0.1,-11,-3,x,x,-6,4,x
O=C(NCc1ccccc1)N1CCOCC1,0.0,-11,-3,x,x,-16,-3,x
CCc1ccc(NC(=O)C2CCCN(S(=O)(=O)c3cccs3)C2)cc1 (stereo not given),0.1,0,18,18,x,5,2,2
CN(C)C(=O)c1ccc(-c2ccc3c(c2)[C@H]2[C@H](CCN2C(=O)c2cnccn2)[C@H](CO)N3)cc1,0.6,-91,-3,-4,-0.2,-14,-10,-8
CN(C)c1ccc(N2C(=NC(=O)CCC3CCCC3)SC3CS(=O)(=O)CC32)cc1 (stereo not given),0.0,-5,x,13,x,-3,-19,-1
CCn1c(=NC(=O)CSC(C)=O)sc2cc(OC)ccc21,-0.3,-9,-4,0,x,5,4,16
COc1cc([N+](=O)[O-])ccc1NC(=O)NCC1CCN(Cc2ccc(Cl)cc2)CC1,0.0,-19,10,-1,x,-8,2,-12
CC(O)c1nc2ccccc2n1CC(=O)Nc1ccc2c(c1)OCCO2 (stereo not given),0.1,-14,-14,x,6.1,-7,2,x
CN(C)Cc1cn(CC[C@H]2CC[C@H](NS(=O)(=O)c3ccccc3)[C@@H](CO)O2)nn1,1.0,-7,-2,3,-0.1,1,x,-3
COc1ccc(S(=O)(=O)N(CC(=O)NCc2ccco2)c2ccc(C)cc2)cc1OC,0.0,7,6,4,x,-2,-1,-1
COC(=O)c1nc2ccc(N3CCOCC3)cc2c(C)c1C(=O)OC,-0.1,-10,-13,-3,0.0,-4,4,24

# Single records, from the list above:
# Shown for CCSc1cc(N2CCOCC2)nc(-c2ccc(Cl)cc2)n1 → XiGFP reactiv = 0.1; RAD52 inh = 0; EWS-Fli block = -2; RAD54 inh = -4; E-selectin induc = x; S100A4 MyoIIA = -7; FN deposition inh = 1; esBAF inh = x
# Shown for CC(O)c1nc2ccccc2n1CC(=O)Nc1ccc2c(c1)OCCO2 (stereo not given) → XiGFP reactiv = 0.1; RAD52 inh = -14; EWS-Fli block = -14; RAD54 inh = x; E-selectin induc = 6.1; S100A4 MyoIIA = -7; FN deposition inh = 2; esBAF inh = x
# Shown for CCn1c(=NC(=O)CSC(C)=O)sc2cc(OC)ccc21 → XiGFP reactiv = -0.3; RAD52 inh = -9; EWS-Fli block = -4; RAD54 inh = 0; E-selectin induc = x; S100A4 MyoIIA = 5; FN deposition inh = 4; esBAF inh = 16

# Continuation:
SMILES,XiGFP reactiv,RAD52 inh,EWS-Fli block,RAD54 inh,E-selectin induc,S100A4 MyoIIA,FN deposition inh,esBAF inh
CC(CCc1ccc(O)cc1)NC1c2ccccc2-c2ccccc21 (stereo not given),0.0,24,16,9,-0.2,5,6,-4
COc1ccc(-c2cnc3c(c2)C(=O)N([C@@H](C)CO)C[C@H](C)[C@H](CN(C)C(=O)Cc2cccnc2)O3)cc1,-1.9,1,-2,7,-0.1,-10,x,3
O=C(NCCc1ccccc1Cl)C1CCC(=O)N(C2CCCCCC2)C1 (stereo not given),0.0,-19,-3,-7,x,-6,15,3
CC1(c2ccncc2)Nc2ccccc2-c2nc3ccccc3n21 (stereo not given),x,-3,x,2,x,5,-6,38
CCCC(=O)Nc1ccc2c(c1)C(=O)N(C)[C@@H]1CC[C@@H](CC(=O)NCCOC)O[C@@H]1CO2,0.2,x,-1,5,0.0,x,-14,-2
Cc1ccc(CN2C(=O)c3ccccc3C2C(=O)NCc2cccnc2)cc1 (stereo not given),0.0,-12,-2,-1,-1.5,-9,-3,-5
COCC(=O)Nc1ccc2c(c1)[C@@H]1C[C@H](CC(=O)NC3CCCCC3)O[C@@H](CO)[C@@H]1O2,0.1,-6,-6,-13,-0.6,1,1,-1
COc1ccc(NC(=O)CSc2nc(N)c3cc4c(nc3n2)CCCC4)cc1,0.0,x,x,0,0.2,x,1,x
O=C(COc1ccccc1)N1CCN(S(=O)(=O)Cc2ccccc2)CC1,x,1,x,8,x,-7,x,-4
S=C1SCN(Cc2cccs2)CN1Cc1cccs1,0.0,-13,-1,-3,-0.3,-2,6,x
COc1cccc(OC)c1C(=O)N=c1sc2cc(S(C)(=O)=O)ccc2n1C,0.0,-6,1,x,x,7,8,0
COc1ccc(-c2nc(Cn3c(SCc4ccc(F)cc4)nc4ccncc43)c(C)o2)cc1OC,0.0,-18,-11,-5,x,-7,3,7
O=S(=O)(N=C(NS(=O)(=O)c1ccc(Cl)cc1)c1ccccc1)c1ccc(Cl)cc1,0.2,-8,7,-3,1.2,-10,-10,-6
C[C@H](CO)N1C[C@H](C)[C@H](CN(C)C(=O)CC2CC2)Oc2cc(-c3ccncc3)ccc2S1(=O)=O,0.8,6,-7,7,-0.2,-1,x,-1
C[C@@H]1CCCCO[C@@H](CN(C)C(=O)Cc2ccccc2)[C@H](C)CN([C@H](C)CO)C(=O)c2cc(NS(C)(=O)=O)ccc2O1,0.0,9,5,-7,0.1,-8,0,12
C/C=C/c1ccc([C@H]2[C@@H](CO)N(S(=O)(=O)c3cccc(F)c3)[C@H]2C#N)cc1,0.2,-27,6,-1,1.2,-5,0,4
CCCn1cc(CN2CCC(Oc3ccc(C(=O)N4CCCC4)cc3)CC2)c(C)n1,0.0,1,x,-2,x,-1,-2,-5
